# Bioassay records deposited in PubChem BioAssay by The Scripps Research Institute Molecular Screening Center.
# DAX1 inh-1 = DAX1 (NR0B1) inhibitors, primary screen, cell-based, HEK293, Gal4-DAX1, luciferase luminescence. HEK293 Gal4-DAX1 luciferase reporter. inhibition, % at 6.75 µM. hit rate 0.99% among 340,000. AID 504766, 2011;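 active = inhibition above the mean over all tested compounds plus 3 SD, cut at about 4.2% in these data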;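 note: 0% = DAX1-transfected cells with DMSO and 100% = empty-vector control cells with DMSO; inhibition shows as a rise in luminescence from relieved DAX1 repression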
# Target sequence (P51843 207-470 limits assumed): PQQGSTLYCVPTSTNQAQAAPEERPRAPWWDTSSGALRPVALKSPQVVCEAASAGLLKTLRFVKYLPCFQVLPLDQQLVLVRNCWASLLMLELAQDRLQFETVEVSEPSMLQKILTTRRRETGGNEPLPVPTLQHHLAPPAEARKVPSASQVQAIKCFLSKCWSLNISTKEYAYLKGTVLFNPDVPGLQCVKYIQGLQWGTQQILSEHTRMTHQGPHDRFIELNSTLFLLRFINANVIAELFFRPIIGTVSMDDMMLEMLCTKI
# DAX1 inh-2 = DAX1 (NR0B1) inhibitors on StAR promoter, primary screen, cell-based, luminescence, SF-1 (NR5A1), full-length DAX-1; HEK293T StAR-luciferase reporter, SF-1/DAX-1 repression relief; inhibition, % at 6.8 µM; hit rate 1.1% among 370,000; AID 652010, 2013;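 active = inhibition above the mean over all tested compounds plus 3 SD, cut at about 3.6% in these data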;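 note: 0% = DAX-1 cells with DMSO and 100% = cells lacking DAX-1 with DMSO; higher inhibition means more luminescence from relief of DAX-1 repression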
# ssDAF12 agonist = S. stercoralis DAF-12 nuclear receptor activators, primary screen, cell-based, luminescence, HEK293, GRIP1 co-expression, lit1-tk-luc; HEK293 ssDAF-12/GRIP1 lit1-tk-luc reporter; % of 3 µM dafachronic acid response; hit rate 1% among 370,000; activation, % at 6.8 µM;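 active = activation above the mean over all tested compounds plus 3 SD, cut at about 0.9% in these data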;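 note: 0% = DMSO-only wells and 100% = 3 µM delta7-dafachronic acid wells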
# ADAM10 inh = human ADAM10 inhibitors, primary screen, biochemical, QFRET, HTS; hit rate 0.62% among 370,000; inhibition, % at 7 µM; Disintegrin and metalloproteinase domain-containing protein 10 (Homo sapiens), O14672; AID 720582, 2013; recombinant ADAM10, EDANS/DABCYL FRET peptide cleavage, 3 h;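 active = inhibition above a per-campaign cutoff equal to the mean of compounds falling between control-based bounds plus 3 SD, cut at about 20% in these data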;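 note: 0% = DMSO wells while the 100% control is not disclosed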
# sPLA2-III inh = human group III sPLA2 inhibitors, primary screen, biochemical, QFRET, BODIPY PC-A2 liposome substrate; Group 3 secretory phospholipase A2 (Homo sapiens), Q9NZ20; QFRET BODIPY PC-A2 liposome hydrolysis, fluorescence; inhibition, % at 12.2 µM; hit rate 0.56% among 370,000; AID 743126, 2013;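 active = inhibition above mean plus 3 SD of compounds lying within the high and low control bounds, cut at about 19% in these data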;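 note: 0% = median of test compound wells and 100% = no enzyme DMSO wells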
# Target sequence (Q9NZ20 whole entry, looked up): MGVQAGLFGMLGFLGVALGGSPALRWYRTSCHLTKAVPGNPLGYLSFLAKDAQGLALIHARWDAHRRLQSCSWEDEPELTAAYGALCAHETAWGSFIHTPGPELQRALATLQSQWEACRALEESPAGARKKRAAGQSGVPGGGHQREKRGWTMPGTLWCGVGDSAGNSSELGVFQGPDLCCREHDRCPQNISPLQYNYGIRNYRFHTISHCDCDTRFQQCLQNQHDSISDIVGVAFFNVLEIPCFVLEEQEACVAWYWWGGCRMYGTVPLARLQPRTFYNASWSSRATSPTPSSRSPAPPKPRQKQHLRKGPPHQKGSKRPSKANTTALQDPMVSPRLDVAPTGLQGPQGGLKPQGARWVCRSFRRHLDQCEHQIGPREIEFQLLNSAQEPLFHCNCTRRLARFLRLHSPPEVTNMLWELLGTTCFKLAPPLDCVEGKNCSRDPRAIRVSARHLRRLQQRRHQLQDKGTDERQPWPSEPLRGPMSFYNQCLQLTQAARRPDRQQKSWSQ
# PLCg1 inh = PLC-gamma1 enzyme inhibitors, primary screen, biochemical, fluorescence, purified enzyme | fluorogenic substrate | inhibition, % at 12.2 µM | hit rate 0.84% among 370,000 | AID 720700, 2013; in the data active = inhibition above about 9.5%
# PLC-beta3 inh = human PLC-beta3 inhibitors, primary screen, biochemical, fluorescence | 1-phosphatidylinositol 4,5-bisphosphate phosphodiesterase beta-3 (Homo sapiens), Q01970 | Purified PLC-beta3, fluorogenic substrate | inhibition, % at 12.2 µM | hit rate 0.18% among 370,000; in the data active = inhibition above about 11%;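 note: 0% = median of compound wells on plate and 100% = full blocker control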
# FXN GAA850 act = FXN promoter activators, primary screen, cell-based, luciferase luminescence, HEK293 lucGAA850; HEK293 lucGAA850 FXN promoter luciferase reporter, 24 h; percent of 10 µM SAHA response; activation, % at 6 µM; hit rate 0.56% among 360,000;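 active = activation above the average of all compounds screened plus 3 SD, cutoff fixed separately per campaign, cut at about 7.5% in these data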;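 note: 0% = DMSO wells and 100% = 10 µM SAHA wells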
# hcDAF-12 act = H. contortus DAF-12 nuclear receptor activators, primary screen, cell-based, luminescence, HEK293, lit1-tk-luc reporter. AID 652067, 2013. hit rate 1.4% among 370,000. HEK293 hcDAF-12 lit1-tk-luc reporter; 0% DMSO, 100% Δ7-dafachronic acid. activation, % at 6.8 µM;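 active = activation above the mean of all tested compounds plus 3 SD, cut at about 5.5% in these data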;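 note: 100% = response to 3 µM Δ7-dafachronic acid high control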
# ADAM17 inh = ADAM17 inhibitors, primary screen, biochemical, QFRET; Disintegrin and metalloproteinase domain-containing protein 17 (Homo sapiens), P78536; recombinant ADAM17, EDANS/DABCYL FRET peptide cleavage; inhibition, % at 6.95 µM; hit rate 0.83% among 370,000;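 active = inhibition above the mean of compounds lying between control limits plus 3 SD, set per campaign, cut at about 8.5% in these data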;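 note: 0% = DMSO-only wells as the low control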
# hgDAF-12 ag = H. glycines DAF-12 receptor agonists, primary screen, cell-based, luminescence, HEK293, GAL4 fusion, UAS-luciferase; activation, % at 6.8 µM; AID 687014, 2013; HEK293 GAL4-hgDAF12 UAS-luciferase reporter, agonist luminescence; normalized to butyrate control; Nuclear hormone receptor DAF-12 (Heterodera glycines), GAL4 fusion; hit rate 1.8% among 370,000;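 active = activation above a cutoff set at the mean of all screened compounds plus 3 SD, cut at about 10% in these data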;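 note: 0% = DMSO wells and 100% = sodium butyrate wells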
# The depositor's hits bear a star; i = inactive; . = not tested or not shown.
SMILES,DAX1 inh-1,DAX1 inh-2,ssDAF12 agonist,ADAM10 inh,sPLA2-III inh,PLCg1 inh,PLC-beta3 inh,FXN GAA850 act,hcDAF-12 act,ADAM17 inh,hgDAF-12 ag
O=C(COc1ccc2ccccc2c1)N/N=C/c1ccccn1,-0.3,-0.6,-2.0,-3,-6,2,-2,1.5,-2.3,-2,3.2
CCCSc1nc2c(cnn2-c2ccc(Cl)cc2)c(=O)[nH]1,1.9,0.9,-1.0,5,-3,4,4,-3.2,-1.2,2,-0.1
COc1ccccc1C(=O)NC(=O)COC(=O)C1CC2CCCC(C1)C2=O (centres undefined),0.8,2.3,-0.8,-3,5,9,2,1.1,-0.4,2,-1.5
COc1ccc(CC(=O)N(Cc2ccccc2)c2cccc(C)c2)cc1OC,0.0,-1.8,-0.4,13,3,3,-6,-0.7,-2.6,-1,0.0
COc1ccc(-n2c(SCC(=O)Nc3nccs3)nnc2-c2ccc(Cl)cc2)cc1,-2.0,-0.2,-1.2,5,-1,2,-20,-1.8,-2.3,-5,2.3
N#CC1=C(N)Oc2n[nH]c(-c3ccccc3)c2C1c1ccsc1 (centres undefined),-0.9,0.1,0.2,-9,-11,-7,0,-1.7,3.6,-4,-1.2
O=C(Nc1ccccc1)Nc1ccc2ccccc2n1,0.9,0.9,-0.8,0,16,0,-8,3.6,-0.8,-8,2.5
CCC(=O)N(Cc1cc(=O)[nH]c2ccccc12)c1cccc(C)c1,1.0,0.5,0.1,-12,-8,-3,-5,-4.6,1.6,-4,1.5
COc1cccc2cc(-c3nc4ccccc4[nH]3)c(=O)oc12,1.8,2.1,1.1*,-81,8,i,i,6.5,5.2,-34,15*
O=C1CCc2cc(NS(=O)(=O)c3ccccc3)cc3c2N1CC3,1.8,0.7,-0.2,5,2,5,2,0.2,0.6,-4,-1.1
Cc1ccc(NC(=O)c2ccc3c(c2)S(=O)(=O)c2ccccc2C3=O)cc1S(=O)(=O)N1CCOCC1,-2.1,0.1,-1.2,4,0,2,-1,2.3,-0.6,-3,-0.7
COCCn1c(SCC(=O)Nc2ccc3c(c2)OCCO3)nc2ccccc2c1=O,0.3,0.1,-0.4,-4,13,4,2,0.8,-1.1,-4,1.6
CC(C)c1nc(SCC(=O)N2CCN(c3ccccc3)CC2)c2c(=O)n(C)c(=O)n(C)c2n1,0.7,0.5,-1.1,-1,6,1,1,-0.8,3.6,2,1.2
Cc1ccc(C(=O)N/C(=C\c2ccc(-c3ccccc3[N+](=O)[O-])o2)C(=O)NCCN(C)C)cc1,-0.1,-0.1,0.0,-7,-7,-31,-42,0.2,2.4,-6,-7.7
c1coc(CNCC2OCCc3ccccc32)c1 (centres undefined),2.1,0.2,-1.5,-7,3,-1,1,1.5,0.2,-1,-1.6
CCCc1cc(Nc2ccccc2C)n2ncnc2n1,0.9,-0.3,-1.4,-2,-2,-1,-5,0.2,0.7,0,-1.9
COc1ccc(NC(C)=O)cc1NC(C)C(=O)Nc1ccc(F)c(F)c1F (centres undefined),1.6,-0.1,-0.8,-4,-1,-4,-4,3.5,-1.7,-7,-4.0
Cn1c(Nc2ccccc2)nc2ccccc21,0.5,0.4,-1.1,3,6,3,-6,2.9,-0.6,-6,0.6
CC(C)C(C(=O)NCC1CCCO1)N(C(=O)CNS(=O)(=O)c1ccccc1)c1ccc(F)cc1 (centres undefined),0.4,-0.1,-0.7,1,-1,1,-3,2.1,-0.5,-2,-0.2
Cc1cccc(NC(=O)Nc2ccc(S(=O)(=O)Nc3onc(C)c3C)cc2)c1,0.5,-4.6,-0.2,-10,-29,2,2,3.8,1.4,-3,5.3
Nc1ncnc2c1ncn2C1OC(C(=O)NC2CC2)C(O)C1O (centres undefined),-0.2,1.7,-1.2,1,2,4,4,9.7*,-4.7,2,-1.8
Cc1nc2nc(Cc3ccccc3)[nH]n2c(=O)c1Cl,0.1,0.7,-0.8,1,8,-5,-2,3.0,-0.4,-7,-0.6
COc1ccc(CNC(=O)CCn2ccc3cc(S(=O)(=O)N4CCCC4)ccc32)cc1,0.8,-0.3,-1.1,0,-9,2,-8,0.3,-1.0,-3,0.3
CSc1ccccc1C(=O)Nc1cc(C)cc(C)c1,-0.5,0.5,-1.0,1,-5,4,2,1.0,-3.3,3,1.9

# Some of these compounds in order of number of heavy atoms, rising.
SMILES,DAX1 inh-1,DAX1 inh-2,ssDAF12 agonist,ADAM10 inh,sPLA2-III inh,PLCg1 inh,PLC-beta3 inh,FXN GAA850 act,hcDAF-12 act,ADAM17 inh,hgDAF-12 ag
Cn1c(Nc2ccccc2)nc2ccccc21,0.5,0.4,-1.1,3,6,3,-6,2.9,-0.6,-6,0.6
c1coc(CNCC2OCCc3ccccc32)c1 (centres undefined),2.1,0.2,-1.5,-7,3,-1,1,1.5,0.2,-1,-1.6
CSc1ccccc1C(=O)Nc1cc(C)cc(C)c1,-0.5,0.5,-1.0,1,-5,4,2,1.0,-3.3,3,1.9
CCCc1cc(Nc2ccccc2C)n2ncnc2n1,0.9,-0.3,-1.4,-2,-2,-1,-5,0.2,0.7,0,-1.9
Nc1ncnc2c1ncn2C1OC(C(=O)NC2CC2)C(O)C1O (centres undefined),-0.2,1.7,-1.2,1,2,4,4,9.7*,-4.7,2,-1.8
Cc1ccc(C(=O)N/C(=C\c2ccc(-c3ccccc3[N+](=O)[O-])o2)C(=O)NCCN(C)C)cc1,-0.1,-0.1,0.0,-7,-7,-31,-42,0.2,2.4,-6,-7.7

# Two compounds picked at random from those above:
SMILES,DAX1 inh-1,DAX1 inh-2,ssDAF12 agonist,ADAM10 inh,sPLA2-III inh,PLCg1 inh,PLC-beta3 inh,FXN GAA850 act,hcDAF-12 act,ADAM17 inh,hgDAF-12 ag
Cc1ccc(C(=O)N/C(=C\c2ccc(-c3ccccc3[N+](=O)[O-])o2)C(=O)NCCN(C)C)cc1,-0.1,-0.1,0.0,-7,-7,-31,-42,0.2,2.4,-6,-7.7
COc1ccc(NC(C)=O)cc1NC(C)C(=O)Nc1ccc(F)c(F)c1F (centres undefined),1.6,-0.1,-0.8,-4,-1,-4,-4,3.5,-1.7,-7,-4.0

# The list goes on:
SMILES,DAX1 inh-1,DAX1 inh-2,ssDAF12 agonist,ADAM10 inh,sPLA2-III inh,PLCg1 inh,PLC-beta3 inh,FXN GAA850 act,hcDAF-12 act,ADAM17 inh,hgDAF-12 ag
O=C(O)Cc1ccc(N=Cc2c(O)ccc3ccccc23)cc1,0.3,-0.4,-1.7,-32,6,-14,-17,0.6,1.9,-13,-1.4
CCC[C@H]1[C@@H](OC(=O)NCc2ccccc2)CC[C@@]23CCCN2C(=O)CCC[C@@H]13,.,.,-1.8,-3,1,1,-11,.,0.5,-6,1.4
CC(C)(C)OC(=O)N1CCC(C(=O)Nc2cccc(C(=O)N3CCCCC3)c2)CC1,0.3,-1.1,-1.2,-5,2,-3,2,0.0,-1.3,-2,-0.4
COC(=O)C1=C(C)Nc2nnnn2C1c1ccc(Cl)cc1Cl (centres undefined),0.6,-0.3,-1.1,11,-4,-6,-7,0.1,-1.5,-2,0.6
CN(C(=O)CSc1nnc(Cc2cccc3ccccc23)n1N)C1CCS(=O)(=O)C1 (centres undefined),0.0,0.4,-1.2,-7,5,-2,1,-1.9,-1.2,-5,1.0
COc1cccc(CNC(=O)C2CCN(S(=O)(=O)c3ccc(F)cc3)CC2)c1,0.6,-0.3,-0.8,-14,5,1,-2,0.5,-1.2,3,-1.5
COc1ccc(CNc2nc(-c3ccccc3)nc3ccccc23)cc1OC,0.0,-0.2,-1.5,22*,-39,-2,-10,1.1,-1.8,13*,-2.3
COc1ccc(OC)c(-c2csc(NC(=O)COC(=O)C3CC3)n2)c1,0.2,-0.3,-1.7,0,-4,5,-1,0.6,-1.7,1,-0.6
CCOc1ccc(OCC(=O)NCCS(=O)(=O)N2CCN(c3ccccc3)CC2)cc1,-1.1,-1.0,-1.8,-2,2,8,-6,-3.8,0.8,1,-4.2
Cc1nnc(SCC(=O)Nc2cc(-c3cc(C)c(C)cc3C)nn2-c2ccccc2)s1,-1.6,-0.5,-0.7,8,-29,0,-48,4.0,-1.4,4,0.8
Cc1nnc(Nc2ccccc2F)s1,1.9,0.1,-1.5,-2,-1,0,-5,1.9,0.7,0,0.2
CCCCCn1cnc2c(sc3nc4c(cc32)CSC(C)(C)C4)c1=O,2.0,0.3,-1.7,0,6,-4,0,1.7,1.4,-4,0.8
O=[N+]([O-])c1ccccc1/C=N\Nc1nccs1,0.8,0.8,-1.0,-7,12,4,1,0.6,4.9,0,4.5
CC1CCC(O)(C(C(=O)O)c2ccccc2)CC1 (centres undefined),1.3,0.8,-0.6,-50,-3,-5,-4,-0.3,-1.5,-19,-3.0
CN1C(=O)c2ccc(NC(=O)c3c(F)c(F)c(F)c(F)c3F)cc2C1=O,1.2,0.2,-0.9,-32,7,-19,-37,-0.6,-0.1,-14,1.6
CCOCCn1c(SCCCc2ccccc2)nc2c1c(=O)[nH]c(=O)n2C,-0.2,0.2,-0.6,15,9,5,4,4.3,-0.2,-2,0.8
O=S1(=O)CC(N2CCN(CCO)CC2)CN1Cc1ccc(F)cc1 (centres undefined),.,-0.1,-0.3,-2,4,4,4,.,-0.9,0,1.0
COC(=O)c1sccc1NC(=O)Cc1ccc(OC)cc1,-1.6,-0.8,-1.4,2,-2,-1,1,4.6,-1.1,0,0.0
O=C(NC1CCCCCC1)c1ccco1,0.1,-1.3,-1.3,0,-1,-2,1,3.9,-0.1,-3,0.4
O=S(=O)(NCCC1=CCCCC1)c1ccccc1Br,-0.1,0.2,-1.2,-4,-6,2,-6,3.0,-0.1,-3,-1.4
O=C(Nc1nc2ccccc2[nH]1)c1cc2ccccc2o1,0.0,8.0*,0.8,-62,19,-69,-106,2.5,14*,-30,21*
C[C@H]1CN([C@@H](C)CO)C(=O)c2cc(NC(=O)C3CCCCC3)ccc2O[C@H]1CN(C)Cc1ccc(-c2ccccc2)cc1,0.3,0.7,-0.9,16,-12,0,5,-1.1,-2.2,11*,0.6
